High-throughput results from PubChem BioAssay.
M1 ag: human M1 muscarinic receptor agonism. P11229. activation, % at 3 µM. CHO-K1 hM1, Fluo-8 calcium fluorescence, agonist mode; 0% DMSO, 100% acetylcholine EC100. actives 0.33% (n = 360,000);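 active = activation above the run's mean compound activation plus 3 SD, cut at about 16% in these data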;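 also: peak over basal fluorescence ratio within a 140 s kinetic read after compound addition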
Target sequence (P11229 whole entry, looked up): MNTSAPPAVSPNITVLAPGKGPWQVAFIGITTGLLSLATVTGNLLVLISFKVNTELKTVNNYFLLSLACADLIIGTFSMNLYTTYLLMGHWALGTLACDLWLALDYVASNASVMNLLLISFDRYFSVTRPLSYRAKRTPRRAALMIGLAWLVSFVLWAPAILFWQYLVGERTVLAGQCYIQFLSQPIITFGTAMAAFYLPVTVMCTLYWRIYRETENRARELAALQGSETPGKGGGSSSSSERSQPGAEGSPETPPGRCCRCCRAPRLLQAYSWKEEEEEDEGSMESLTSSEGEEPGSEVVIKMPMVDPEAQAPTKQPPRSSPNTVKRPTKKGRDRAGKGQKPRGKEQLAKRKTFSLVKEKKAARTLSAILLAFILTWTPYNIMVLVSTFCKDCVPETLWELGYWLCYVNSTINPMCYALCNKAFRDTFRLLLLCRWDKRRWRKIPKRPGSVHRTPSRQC
M4 antag: CHRM4 antagonism in calcium assay; inhibition, % at 3 µM; actives 0.73% (n = 360,000); CHO-hM4 cells, ACh EC80, Fluo-8 calcium fluorescence; AID 624125;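 active = inhibition above its plate's cutoff, the mean inhibition of sample wells plus 3 SD, cut at about 27% in these data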;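 also: 0% = acetylcholine EC80 with DMSO and 100% = DMSO without agonist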
CHO-K1 Ca antag: nonselective inhibitor or artifact in parental CHO-K1 cells; ATP-induced calcium, Fluo-8 fluorescence; inhibition, % at 3 µM; actives 0.6% (n = 360,000);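 active = inhibition above a per-plate cutoff, the plate's mean sample inhibition plus 3 SD, cut at about 24% in these data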;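 also: 0% = DMSO plus EC80 ATP and 100% = DMSO alone without ATP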
CHRM4 agonist: agonists of human muscarinic M4 receptor (CHRM4). activation, % at 3 µM. actives 0.14% (n = 360,000). CHO-K1 hM4/Gqi5, Fluo-8 calcium fluorescence; vehicle 0%, full acetylcholine response 100%;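 active = activation above the run mean over all test wells plus 3 SD, cut at about 32% in these data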;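 also: peak over basal fluorescence ratio per well then scaled between controls; 0% = DMSO wells and 100% = acetylcholine at EC100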
CHRM1 antagonist: antagonists of human M1 muscarinic receptor; P11229; CHO-K1 hM1, Fluo-8 calcium fluorescence, ACh EC80 antagonist; inhibition, % at 3 µM; actives 1.3% (n = 360,000); AID 588852;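 active = percent inhibition above its own plate's cutoff, namely the mean of that plate's compound wells plus 3 SD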;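 also: peak over basal fluorescence ratio during 140 s after agonist addition; 0% = ACh EC80 plus DMSO and 100% = DMSO alone without agonist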
M1 ag parental: M1 agonist counterscreen hit in parental CHO-K1 cells; activation, % at 3 µM; AID 602248; actives 0.48% (n = 360,000); Fluo-8 calcium fluorescence; scaled to maximal ATP response, vehicle zero; in the data active = activation above about 15%;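 also: untransfected CHO-K1 host cells lacking M1 receptor as counterscreen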
OXTR potentiator: human OXTR potentiation; CHO-OTR cells, Fluo-8 calcium fluorescence, potentiator mode; 0% = oxytocin EC15, 100% = EC100; activation, % at 3 µM; P30559; actives 0.061% (n = 320,000);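 active = activation above that plate's cutoff, the mean activation of tested compounds plus 3 SD, cut at about 6.6% in these data, passing the limit was not always enough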;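 also: 100% uses oxytocin at 75 nM as the full agonist control; some results filed as inactive read as strong as hits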
Target sequence (P30559 whole entry, looked up): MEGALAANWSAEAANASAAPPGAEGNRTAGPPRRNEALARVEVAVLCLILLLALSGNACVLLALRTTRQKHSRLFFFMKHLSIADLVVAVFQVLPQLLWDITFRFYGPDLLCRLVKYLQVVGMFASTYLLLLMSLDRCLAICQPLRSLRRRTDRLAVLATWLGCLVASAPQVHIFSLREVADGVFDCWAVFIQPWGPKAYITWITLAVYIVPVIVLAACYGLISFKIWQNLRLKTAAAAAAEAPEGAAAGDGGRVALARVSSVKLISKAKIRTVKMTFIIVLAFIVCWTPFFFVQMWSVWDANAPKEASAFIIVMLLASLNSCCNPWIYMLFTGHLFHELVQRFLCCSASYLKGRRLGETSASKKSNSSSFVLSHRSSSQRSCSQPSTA
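Dosing: Single dose, 3.0 µM nominal final compound concentration | Material: Human OTR in CHO cells | Technique: Kinetic Fluo-8 calcium fluorescence | Benchmarks: EC15 oxytocin alone as 0%, 75 nM oxytocin as 100% | Probe or stimulus: Oxytocin at about EC15, sub-maximal agonist stimulus | Incubation: Compound 6 min at room temperature before oxytocin, 100 s read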
CHRM1 PAM: human CHRM1 positive allosteric modulation. P11229. CHO-K1 hM1, Fluo-8 calcium fluorescence, ACh EC20; 0% = ACh EC20, 100% = maximal ACh. activation, % at 3 µM. actives 0.088% (n = 360,000); in the data active = activation above about 19%, passing the limit was not always enough
CHO parental Ca: counter-screen for OX1R antagonists: effect in parental CHO cells. parental CHO-K1, ATP-induced calcium, Fluo-8 fluorescence. inhibition, % at 5.6 µM. actives 0.63% (n = 330,000);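 active = inhibition above that plate's mean sample inhibition plus 3 SD, cut at about 26% in these data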;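 also: 0% = ATP-challenged DMSO wells and 100% = DMSO wells without ATP; some compounds past the cut are filed as inactive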
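Material – parental CHO cells · Reagent – ATP stimulus · Compound – single nominal dose of 5.6 µM per compound · Detection – Fluo-8 fluorescence · Read-out basis – percent inhibition of calcium signal · Controls – ATP-challenged DMSO wells low, unchallenged DMSO wells high · Repeats – no replicates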
Active calls of the source: *; . = not tested or not shown. This is a random part of the collection; any-hit rate near 2.9%.

SMILES	M1 ag	M4 antag	CHO-K1 Ca antag	CHRM4 agonist	CHRM1 antagonist	M1 ag parental	OXTR potentiator	CHRM1 PAM	CHO parental Ca
COc1cccc(NC(=O)C2CC2(c2cccc(OC)c2)c2cccc(OC)c2)c1 (stereo not drawn)	-5.5	1.4	-14.6	-1.4	1.0	0.5	-15.3	6.6	8.1
C=C(C)COc1ccc2c(C)c(CC(=O)OC)c(=O)oc2c1C	1.1	-10.7	-7.3	7.8	-10.9	5.6	-15.0	-16.6	25.5
Cc1cccc(C)c1NC(=O)Cn1c(CN2CCCCC2)nc2ccccc2c1=O	-2.3	1.5	-2.3	1.3	2.1	0.9	-13.6	2.8	-21.3
COc1ccc(-c2nc3ccc(Br)cn3c2CC(C)(C)C)cc1OC	-9.3	-7.1	19.8	0.6	14.7	-0.6	.	-7.6	.
O=C(CN1CCN(S(=O)(=O)c2ccccc2)CC1)Nc1ccccc1C(=O)c1ccccc1	-5.1	1.9	-5.5	0.8	14.0	1.1	-5.7	-8.3	-33.9
CCN(C)C1CN(Cc2cn(Cc3cc(C)cc(C)c3)nn2)S(=O)(=O)C1 (stereo not drawn)	.	-1.3	1.2	-0.5	.	0.2	.	.	.
Cc1ccc(S(=O)(=O)N(OCc2ccccc2)C(C)C(=O)O)cc1 (stereo not drawn)	-2.0	-5.6	-2.2	0.4	-8.1	0.1	1.9	10.0	-1.9
CCN1C(=O)/C(=C\c2ccc(F)cc2)N=C1SCC(=O)NCc1ccco1	-5.1	8.2	19.2	-0.5	2.1	0.0	1.4	3.1	-2.0
COc1ccc(OC)c(NC(=O)C2CC(=O)N(CCc3ccccc3)C2)c1 (stereo not drawn)	-0.5	-2.6	-8.5	2.0	-10.0	0.3	-9.4	15.4	-10.1
COc1ccc(S(=O)(=O)N(C)C[C@@H]2OCc3cnnn3CCCC(=O)N([C@@H](C)CO)C[C@H]2C)cc1	-3.4	-1.9	-10.6	1.6	-8.5	0.1	.	3.3	.
O=S(=O)(Nc1cccc2cccnc12)c1ccc(S(=O)(=O)N2CCCC2)cc1	-8.7	30.7*	-6.8	3.3	7.2	1.5	-2.5	-7.0	-1.2
O=C(O)/C=C/C(=O)NCCc1ccc(Cl)cc1	0.2	-3.1	17.2	0.6	-2.5	0.2	3.3	2.1	-8.6
CCc1cc(Cn2nc(-c3ccccc3)cc2C(=O)NCc2ccccc2OC)on1	-2.3	-10.1	-11.2	9.3	-2.4	1.9	-11.9	-0.9	-11.9
Fc1ccc(-[n+]2nc(Nc3ccccc3)sc2-c2ccc(OCc3ccccc3)cc2)cc1	-8.9	5.1	-10.5	-0.2	10.0	0.5	3.5	-0.3	-14.4
CC1(c2ccccc2)CC(C)(C)N2C(=O)C(=O)c3cccc1c32 (stereo not drawn)	11.2	-6.5	-4.9	-0.8	-4.4	-0.8	0.8	16.3	-17.2
CCOC(=O)c1cnc2ccc(C)cc2c1Sc1ccc(F)cc1	-2.8	3.5	-11.0	-2.1	-19.6	-0.5	-2.0	5.0	-19.5
CCn1c(Cc2ccccc2)nnc1SCC(=O)Nc1ccc(C)cc1	-11.4	-2.9	-17.6	2.9	-9.8	0.7	-3.5	13.3	-11.2
COc1ccc(Cl)cc1Cn1c(C)c(C(=O)NCc2cccc(Cl)c2)sc1=O	-6.5	-15.2	-4.7	2.4	-0.1	0.5	.	-6.9	.
Cc1ccc(CNC(=O)CN(C)C2=NS(=O)(=O)c3ccccc32)cc1	0.3	-8.1	-6.8	1.7	5.4	0.8	-0.8	8.4	-16.5
COc1ccc(CNC(=O)[C@@H](Cc2ccccc2)NC(=O)CC[C@H]2O[C@@H](n3ccc(=O)[nH]c3=O)[C@H](O)[C@@H]2O)cc1	3.8	-3.6	-20.6	1.3	-30.3	2.5	.	5.5	.
COc1ccc2nc(SCc3cccnc3)c(C#N)cc2c1	-3.0	1.6	-2.3	0.1	-4.1	5.6	-9.8	5.3	-11.4
CCOc1cc(-c2conc2N)cc(OCC)c1OCC	-4.6	-1.9	-7.2	-0.9	-12.1	-0.4	-5.7	5.8	-9.6
CCCCOc1ccc(C2/C(=C(/O)c3ccc4c(c3)CC(C)O4)C(=O)C(=O)N2CCCN2CCOCC2)cc1OC (stereo not drawn)	-1.7	6.0	4.2	1.9	2.4	0.2	-7.0	0.9	-1.3
COc1ccc(C(CCN2CCCC(C)C2)c2c(OC)cc(OC)c3c(-c4ccccc4)cc(=O)oc23)cc1 (stereo not drawn)	-2.4	10.7	6.0	31.4	5.2	5.4	-11.7	5.3	3.1
OC[C@H]1O[C@@H](Oc2ccc3cc(Br)ccc3c2)[C@H](O)[C@@H](O)[C@H]1O	-3.0	-4.8	-9.3	0.1	-6.8	0.4	1.1	3.6	8.1
CC(=O)Nc1ccc(Sc2ccc([N+](=O)[O-])o2)cc1	-3.2	3.8	1.3	-0.4	-2.9	1.0	.	3.3	.
O=C(N/N=C/c1ccc(O)cc1)c1cncc(Br)c1	-2.0	-21.5	-9.6	0.5	-0.7	0.3	-5.7	7.1	-3.5
CC(C)[C@@H](C(=O)N1CCN(Cc2ccc3c(c2)OCO3)CC1)n1nnc2ccccc2c1=O	-2.5	0.2	-15.4	3.2	-3.5	1.8	-6.1	2.7	-24.4
Cc1ccc(N(C(=O)CNC(=O)c2ccco2)C(C(=O)NC2CCCCC2)c2cccnc2)cc1C (stereo not drawn)	-4.2	0.6	-2.4	-0.8	-9.3	6.7	-0.7	9.9	-6.4
CC1CCN(CCCNC(=O)COc2cc(=O)n(C)c3ccccc23)CC1	-6.2	14.9	10.6	0.6	-0.9	-0.1	3.0	3.5	3.8

Printed as active in M4 antag (from the list above):
Structure | M4 antag | CHRM4 agonist | CHRM1 antagonist | OXTR potentiator | CHRM1 PAM
O=S(=O)(Nc1cccc2cccnc12)c1ccc(S(=O)(=O)N2CCCC2)cc1 | 30.7* | 3.3 | 7.2 | -2.5 | -7.0

Other compounds.
SMILES	M1 ag	M4 antag	CHO-K1 Ca antag	CHRM4 agonist	CHRM1 antagonist	M1 ag parental	OXTR potentiator	CHRM1 PAM	CHO parental Ca
CC(=O)c1cccc(N(C(=O)c2ccco2)C(C(=O)NC2CCCC2)c2ccc(N3CCOCC3)cc2)c1 (stereo not drawn)	-5.7	-4.3	-9.7	1.1	-15.8	10.2	-7.1	17.1	0.3
COc1cccc(/C=N/NC(=S)NC2CC3CCC2C3)c1OC (stereo not drawn)	-2.9	-6.0	0.3	0.2	2.2	0.3	-12.7	-0.3	-15.4
Cc1ccc(C)c(N2CC(O)(c3cccs3)[N+]3=C2CCCC3)c1 (stereo not drawn)	-0.5	-3.8	-9.6	1.1	1.1	0.2	8.2	0.1	-5.3
Cc1onc(-c2ccccc2)c1C(=O)NC(C)c1ccc2c(c1)OCO2 (stereo not drawn)	-5.4	1.7	-2.8	1.3	-6.5	0.1	-11.7	6.6	-3.1
COc1ccccc1CNC(=O)CS(=O)(=O)c1ccc(C)cc1	-2.8	9.1	12.9	1.9	19.4	0.7	-4.9	-0.2	-0.6
O=C(Nc1ccccc1F)c1ccc(CN2CCN(c3ccccc3)CC2)cc1	-7.4	21.4	-4.7	2.7	10.2	0.7	1.8	-7.8	-5.7
O=C(CCl)Nc1ccccc1Sc1ccc(Cl)cc1	-6.8	17.9	-8.2	-3.1	19.6	0.6	-1.5	-27.2	-12.9
CCN(CC)C(=O)C1=C(C)N(Cc2ccc(C(C)(C)C)cc2)C(=O)C(CC(=O)NCC2CCCCC2)C1 (stereo not drawn)	-7.0	-16.3	-16.1	2.0	-17.4	0.6	.	10.1	.
CCOC(=O)c1c(/N=C/N(C)C)sc(/C=N/Nc2ccccc2)c1-c1ccccc1	-6.9	1.5	8.4	1.8	3.3	1.2	-12.8	-3.7	-3.2
Oc1cccc(/C=N/Nc2nn3cnnc3c3ccccc23)c1	-0.4	8.0	-3.4	0.5	-12.6	0.0	-2.9	9.0	-6.2
Cc1ccc(C(NC(=O)C2CCN(CCOc3ccc(Cl)cc3Cl)CC2)c2ccccn2)cc1 (stereo not drawn)	1.8	-8.1	6.0	5.7	1.2	2.6	.	0.1	.
CCc1nnc(NC(=O)CSc2nnc(CSc3nc(C)cc(C)n3)o2)s1	-3.3	5.7	-7.1	-0.1	0.7	0.1	0.5	-1.3	-7.7
O=C1CCC/C(=N\NC(=O)NC2CCCCC2)C1	-4.5	4.7	-11.8	0.4	1.9	0.8	-5.6	1.2	-2.9
O=C(COC(=O)CC1CCCC1)Nc1ccc(Cl)cn1	-4.7	-3.5	-9.4	0.3	2.5	0.1	-3.3	-2.7	-11.3
COC(=O)C1=CN(C(C)C)C=C(C(=O)OC)C1c1cc2c(cc1Br)OCO2	-4.3	-3.8	-8.6	-2.4	4.1	0.3	-3.1	1.4	-17.2
Cc1ccc2nsnc2c1NC(=O)c1cccnc1Cl	-5.0	-1.0	7.7	0.6	1.4	-0.4	-11.6	7.3	0.8
COc1cc(SC#N)ccc1N=Cc1c(C)[nH]n(-c2ccc(C)c(C)c2)c1=O	-3.7	21.2	0.8	0.8	20.9	-0.4	-15.0	3.3	96.2*
Clc1ccccc1OCCn1nnc2ccccc21	-5.6	-9.8	-2.6	1.8	-0.1	0.2	-6.9	-7.0	-2.9
Cn1c(=O)c(/C=C/c2ccccc2)nc2ccccc21	-10.2	3.0	-7.0	1.5	3.0	1.1	-9.6	0.0	-13.0
O=C(O)C(C(=O)O)=C1C2CC3CC(C2)CC1C3	-2.8	-2.9	-0.1	0.5	-10.4	0.5	-5.8	5.8	-11.7
COc1ccc(OC)c(C(=O)COC(=O)CNC(=O)c2ccccc2)c1	-4.4	-7.5	-3.5	1.8	-6.1	0.2	-14.9	6.7	-15.0
CCc1ccccc1NC(=O)CSc1nnc(C2CC2)n1CC1CCCO1 (stereo not drawn)	-3.7	-14.8	-12.4	2.5	-11.0	0.7	-7.5	11.1	-3.2

Entries shown so far containing a cyano group, in the order listed:
SMILES	M1 ag	M4 antag	CHO-K1 Ca antag	CHRM4 agonist	CHRM1 antagonist	M1 ag parental	OXTR potentiator	CHRM1 PAM	CHO parental Ca
COc1ccc2nc(SCc3cccnc3)c(C#N)cc2c1	-3.0	1.6	-2.3	0.1	-4.1	5.6	-9.8	5.3	-11.4
COc1cc(SC#N)ccc1N=Cc1c(C)[nH]n(-c2ccc(C)c(C)c2)c1=O	-3.7	21.2	0.8	0.8	20.9	-0.4	-15.0	3.3	96.2*

Given bar-delimited: part of the list above
Structure | M1 ag | M4 antag | CHO-K1 Ca antag | CHRM4 agonist | CHRM1 antagonist | M1 ag parental | OXTR potentiator | CHRM1 PAM | CHO parental Ca
Cn1c(=O)c(/C=C/c2ccccc2)nc2ccccc21 | -10.2 | 3.0 | -7.0 | 1.5 | 3.0 | 1.1 | -9.6 | 0.0 | -13.0
O=C(O)C(C(=O)O)=C1C2CC3CC(C2)CC1C3 | -2.8 | -2.9 | -0.1 | 0.5 | -10.4 | 0.5 | -5.8 | 5.8 | -11.7
